# High-throughput results (PubChem BioAssay)
# E coli Lon inh: inhibitors of E. coli Lon protease. AID 602123. P0A9M0. inhibition, % at 7.94 µM. 360,000 compounds, 0.42% hits. purified E. coli Lon protease, fluorescence polarization; in the data active = inhibition above about 13%, passing the limit was not always enough;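 also: 0% = enzyme with probe and DMSO and 100% = no enzyme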
# CendR NRP1 mod: modulators of CendR peptide binding to human neuropilin-1. FAM-RPARPAR peptide binding to NRP-1, fluorescence polarization. inhibition, % at 25 µM. 360,000 compounds, 0.85% hits. O14786;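 active = inhibition or corrected inhibition above about 18%, plus a signal ratio from 0.5 to 1.5, limit read from the data, passing the limit was not always enough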; also: strong numbers were not always called active
# MsrA inh: bovine MsrA inhibition; AID 651718; 360,000 compounds, 0.75% hits; purified bovine MsrA, absorbance read-out; inhibition, % at 15.5 µM; in the data active = inhibition above about 4.5%;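 also: 0% = vehicle wells with enzyme and 100% = reference inhibitor wells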
# FAS-TE inh: inhibitors of human fatty acid synthase thioesterase domain | P49327 | recombinant FAS-TE, OMFH fluorogenic substrate, fluorescence endpoint | inhibition, % at 15 µM | 360,000 compounds, 0.67% hits | AID 602261;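 active = compounds whose normalised, plate-corrected inhibition of enzyme fluorescence in the single-dose primary screen is 50% or more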;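 also: 0% = DMSO with enzyme and 100% = substrate without enzyme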
# Neddyl block: cullin neddylation inhibition | calls only at 25 µM | TR-FRET cullin neddylation, biochemical | P61081+Q13564 | 360,000 compounds, 0.58% hits; in the data active = inhibition above about 36%
# MT1-MMP act inh: blocks activation of human MT1-MMP | GFP/RFP ratio change, % at 20 µM | P50281 | 360,000 compounds, 0.061% hits | HT1080 RFP-PRO-GFP cells, GFP/RFP ratio fluorescence, overnight; percent of plate control window, DMSO zero;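 active = GFP/RFP ratio change of at least 30% with cell ATP level not reduced by more than half and red fluorescence within 50% of control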; also: strong numbers were not always called active
#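 system = RFP-PRO-GFP reporter HT1080 cells | dosing = 20 µM single dose, 1% DMSO | timing = overnight cell settling, then overnight compound exposure, 37 °C, 5% CO2 | read-out basis = GFP/RFP fluorescence ratio | controls = DMSO and RFP-L50D-GFP cell wells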
# Rin1-Abl PPI inh: blocks binding of human Rin1 to Abl; 360,000 compounds, 0.4% hits; AID 588664; inhibition, % at 7.35 µM; P00519+Q13671; TR-FRET Rin1/Abl binding, biochemical; in the data active = inhibition above about 5%, passing the limit was not always enough
# Target sequence (P00519 whole entry, looked up): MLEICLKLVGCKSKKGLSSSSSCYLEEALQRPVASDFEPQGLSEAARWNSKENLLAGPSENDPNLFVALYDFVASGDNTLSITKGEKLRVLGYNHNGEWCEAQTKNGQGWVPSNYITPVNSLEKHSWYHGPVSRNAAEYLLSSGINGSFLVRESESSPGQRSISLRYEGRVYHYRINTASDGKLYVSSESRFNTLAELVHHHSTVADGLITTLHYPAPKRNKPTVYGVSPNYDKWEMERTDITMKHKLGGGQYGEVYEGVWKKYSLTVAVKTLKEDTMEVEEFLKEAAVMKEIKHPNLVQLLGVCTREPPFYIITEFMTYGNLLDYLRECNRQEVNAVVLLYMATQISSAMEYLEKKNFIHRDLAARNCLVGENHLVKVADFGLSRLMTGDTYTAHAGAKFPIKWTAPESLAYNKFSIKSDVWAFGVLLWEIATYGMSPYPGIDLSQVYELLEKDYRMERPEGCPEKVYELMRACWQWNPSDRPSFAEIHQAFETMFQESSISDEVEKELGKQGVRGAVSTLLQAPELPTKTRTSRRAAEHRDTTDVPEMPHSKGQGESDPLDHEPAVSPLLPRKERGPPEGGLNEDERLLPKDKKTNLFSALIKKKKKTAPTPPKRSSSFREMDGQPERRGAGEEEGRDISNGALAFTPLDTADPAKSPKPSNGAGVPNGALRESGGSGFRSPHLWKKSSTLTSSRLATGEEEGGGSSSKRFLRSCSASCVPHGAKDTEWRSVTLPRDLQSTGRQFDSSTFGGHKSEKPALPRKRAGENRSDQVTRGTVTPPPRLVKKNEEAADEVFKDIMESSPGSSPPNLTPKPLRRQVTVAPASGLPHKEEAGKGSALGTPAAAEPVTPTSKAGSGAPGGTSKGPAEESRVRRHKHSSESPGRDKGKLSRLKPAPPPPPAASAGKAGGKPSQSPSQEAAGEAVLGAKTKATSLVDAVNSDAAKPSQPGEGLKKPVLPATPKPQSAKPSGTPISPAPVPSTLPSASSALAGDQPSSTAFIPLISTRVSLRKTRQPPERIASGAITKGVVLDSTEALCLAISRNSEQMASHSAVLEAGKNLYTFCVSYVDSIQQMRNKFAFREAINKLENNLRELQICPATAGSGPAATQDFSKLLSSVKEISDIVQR
# Target sequence (Q13671 whole entry, looked up): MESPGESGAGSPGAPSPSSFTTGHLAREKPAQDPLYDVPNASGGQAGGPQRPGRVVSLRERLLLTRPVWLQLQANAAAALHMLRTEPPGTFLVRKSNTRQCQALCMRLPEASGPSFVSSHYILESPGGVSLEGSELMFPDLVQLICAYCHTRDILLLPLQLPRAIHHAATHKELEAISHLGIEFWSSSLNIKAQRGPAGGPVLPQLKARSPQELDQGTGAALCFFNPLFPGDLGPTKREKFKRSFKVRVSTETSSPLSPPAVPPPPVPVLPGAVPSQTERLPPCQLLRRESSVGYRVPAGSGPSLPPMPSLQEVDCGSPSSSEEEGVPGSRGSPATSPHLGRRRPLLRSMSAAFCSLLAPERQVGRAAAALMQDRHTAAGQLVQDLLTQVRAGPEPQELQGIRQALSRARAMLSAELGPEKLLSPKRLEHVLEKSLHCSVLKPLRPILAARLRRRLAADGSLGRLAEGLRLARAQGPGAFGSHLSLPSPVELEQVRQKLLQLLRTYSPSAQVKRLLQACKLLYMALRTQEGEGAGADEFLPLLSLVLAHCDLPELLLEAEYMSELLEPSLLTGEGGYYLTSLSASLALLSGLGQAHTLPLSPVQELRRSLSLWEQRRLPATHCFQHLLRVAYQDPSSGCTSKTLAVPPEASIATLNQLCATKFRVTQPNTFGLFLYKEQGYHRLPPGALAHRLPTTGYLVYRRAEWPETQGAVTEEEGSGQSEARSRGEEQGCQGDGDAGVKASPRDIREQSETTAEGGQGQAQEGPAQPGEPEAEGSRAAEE
# SKN-1 inh: blocks SKN-1 activity in C. elegans. inhibition, % at 21.8 µM. 360,000 compounds, 0.49% hits. C. elegans VP596 Pgst-4::GFP/RFP ratio, acrylamide-induced, 24 h;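 active = interference check ratio from 0.5 to 1.5 plus GFP to RFP signal ratio inhibition reaching or exceeding a fixed threshold, cut at about 30% in these data, passing the limit was not always enough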; also: some compounds called inactive have numbers as strong as hits
# bovine MsrA act: activates bovine MsrA enzyme; AID 602163; 360,000 compounds, 0.3% hits; purified bovine MsrA, absorbance read-out; activation, % at 10.6 µM; in the data active = activation above about 7.5%;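 also: 0% = vehicle and 100% = reference activator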
# Numbers without * were called inactive; i = inactive; / = not tested or not shown.
item	compound	E coli Lon inh	CendR NRP1 mod	MsrA inh	FAS-TE inh	Neddyl block
1	O=C(CN1CCOCC1)Nc1cccc(Cl)c1Cl	-3	5	-0.7	-4	i
2	CC(=O)c1ccc(N2CCN(c3ccc4cc(S(=O)(=O)N5CCC(C)CC5)ccc4n3)CC2)cc1	0	-1	-0.5	-12	i
3	O=C(c1ccco1)N1CCN(c2ncnc3c2oc2ccccc23)CC1	-4	-5	2.3	0	i
4	Cc1cccc(C2(c3cccc(C)c3)OC(=O)c3ccccc32)c1	-6	10	0.6	28	i
5	COc1cc(CCC(=O)N2CCN(S(=O)(=O)c3ccc(C)cc3)CC2)cc(OC)c1OC	-10	15	-0.2	-1	i
6	Cc1nc(SCC(=O)O)c(C#N)c(C)c1CC(=O)c1ccccc1	0	3	-1.7	4	i
7	CCCC(=O)Nc1nc2nc(-c3ccccc3)cc(-c3ccccc3)n2n1	-5	-5	0.3	-3	/
8	COc1ccc(C(=O)NCC(=O)OCc2ccc([N+](=O)[O-])cc2)cc1	1	1	-0.7	52*	i
9	COc1ccc(S(=O)(=O)N2CCOCC2)cc1NC(=O)COC(=O)CCS(=O)(=O)c1ccc(C)cc1	-3	-6	0.1	-6	i
10	Cc1ccc(C(=O)CN(CCC(=O)O)S(=O)(=O)c2ccc([N+](=O)[O-])cc2)cc1	-3	-4	-0.4	62*	i
11	Cc1ccc(CN(c2ccc(C(=O)N3CCc4ccccc4C3)cc2)S(C)(=O)=O)cc1	3	0	0.5	18	i
12	COc1ccccc1C(=O)NCC(=O)OCC(=O)NNC(=O)c1ccc(Br)cc1	3	14	1.6	-1	i
13	S=C(c1ccc2c(c1)OCO2)N1CCOCC1	-2	4	-0.7	-2	i
14	COc1ccc(NC2CCCN(Cc3cccc4cnccc34)C2)cc1OC (configuration not stated)	5	-1	-0.7	-3	i
15	COc1ccc(CCNS(=O)(=O)CC23CCC(CC2=O)C3(C)C)cc1OC (configuration not stated)	0	3	-0.3	-1	i

item	MT1-MMP act inh	Rin1-Abl PPI inh	SKN-1 inh	bovine MsrA act
1	0	-2	11	1
2	-2	-5	6	-2
3	-5	-3	16	-10
4	/	-3	-6	-12
5	-10	-3	-7	-10
6	-4	2	4	-4
7	8	0	1	-9
8	-2	5	13	-3
9	0	-3	2	-3
10	-1	-3	14	0
11	-4	-2	6	-2
12	-2	-1	4	-2
13	-1	-3	-4	-4
14	1	-2	4	-6
15	0	3	-16	-3

# The final two entries of the part before come first, to join the parts:
item	compound	E coli Lon inh	CendR NRP1 mod	MsrA inh	FAS-TE inh	Neddyl block
14	COc1ccc(NC2CCCN(Cc3cccc4cnccc34)C2)cc1OC (configuration not stated)	5	-1	-0.7	-3	i
15	COc1ccc(CCNS(=O)(=O)CC23CCC(CC2=O)C3(C)C)cc1OC (configuration not stated)	0	3	-0.3	-1	i
16	O=C(O)COCc1nc2ccccc2s1	-8	-1	-0.8	-5	i
17	CN(CC(=O)Nc1ccc(C(N)=O)cc1)CC(=O)Nc1ccccc1Br	-4	1	-1.2	-8	i
18	O=C1NC2(c3ccccc3)NC(=O)NC2(c2ccccc2)N1 (configuration not stated)	0	7	-0.1	-4	i
19	Oc1ccccc1Oc1c(F)c(F)nc(N2CCCC2)c1F	0	2	0.1	35	i
20	Cc1ccc(NC(=O)Cn2c(CCC(=O)O)ccc2-c2cccs2)cc1Cl	-4	-2	0.9	4	i
21	O=C(COC(=O)c1ccco1)Nc1cccc(S(=O)(=O)N2CCCCC2)c1	-15	2	-0.3	-3	i
22	Cc1ccc(S(=O)(=O)Nc2cccc(C(=O)N3CCCC3)c2)cc1F	0	3	0.8	-3	i
23	O=C(NCc1cccnc1)C1CC(c2ccccc2Cl)=NO1 (configuration not stated)	-6	-2	-0.1	-5	i
24	COCCNC(=O)c1ccc(-n2c(SCc3cc(F)ccc3F)nc3ccccc3c2=O)cc1	-6	-20	0.3	-6	i
25	Cc1ccnc2nc(C(=O)OCCOc3cccc(Br)c3)nn12	4	-10	0.7	-11	i
26	O=C(/C=C/c1ccc(S(=O)(=O)N2CCOCC2)cc1)NCc1ccccc1F	1	-7	1.1	0	i
27	CCc1nn(CC(=O)N2CCN(CC)CC2)c(=O)c2cc3sccc3n12	2	-7	0.5	-3	i
28	CCOC(=O)CSc1nc(N)c(C#N)c(-c2ccc(OCC)cc2)c1C#N	-11	-15	1.1	-10	i
29	CCCCn1c(N)c(N(CC(C)C)C(=O)CCCc2nc3ccccc3c(=O)[nH]2)c(=O)[nH]c1=O	-16	6	-0.1	-3	i
30	O=C(COc1ccc2c(c1)CCC2)N1CCN(c2ccccc2F)CC1	4	4	2.2	3	i

item	MT1-MMP act inh	Rin1-Abl PPI inh	SKN-1 inh	bovine MsrA act
14	1	-2	4	-6
15	0	3	-16	-3
16	8	-3	-12	-3
17	-3	0	-10	-17
18	1	1	16	-2
19	-4	0	5	-3
20	-1	1	9	-1
21	0	-1	-7	-5
22	-2	1	13	-2
23	4	0	-6	-2
24	3	3	-6	-10
25	-5	-1	-41	-15
26	1	-3	-2	-9
27	13	-3	-7	-8
28	11	-78	3	-5
29	3	4	9	-3
30	-1	-4	8	-3

# More entries.
item	compound	E coli Lon inh	CendR NRP1 mod	MsrA inh	FAS-TE inh	Neddyl block
31	Cc1ccc(CNC(=O)CSc2n[nH]c(N)n2)cc1	2	24*	-1.2	-7	i
32	O=C(CSc1cccc2cccnc12)N/N=C/c1ccc(O)cc1	2	-1	0.3	-8	i
33	CCN(C(=O)Cc1c(C(=O)O)[nH]c2ccccc12)c1ccc(OC)cc1	-6	6	/	-5	i
34	O=C(OC1CCOC1=O)c1cc(-c2ccccc2)nc2ccccc12 (configuration not stated)	-6	-4	0.5	15	i
35	O=C(COc1ccc(S(=O)(=O)NC2CCCCC2)cc1)NCc1ccccn1	-2	7	-0.3	-6	i
36	Cc1[nH][nH]c(=O)c1C(c1ccc(O)c(Br)c1)c1c(C)[nH][nH]c1=O	10	12	-0.7	-1	i
37	CC(C)C1N(S(=O)(=O)c2ccccc2)CCN1S(=O)(=O)c1ccccc1	-8	-15	-0.6	14	i
38	O=C(C1COc2ccccc2O1)N1CCc2ccccc21 (configuration not stated)	-9	8	0.8	1	i
39	O=C(NC(=S)NCc1cccnc1)c1ccccc1[N+](=O)[O-]	-6	3	-0.9	-9	i
40	Cc1cc(F)ccc1NS(=O)(=O)c1cccc2nsnc12	-6	11	-0.7	-3	i
41	O=C(Nc1ccccc1-c1ccccc1)c1ccc(=O)[nH]n1	-2	5	-0.9	-3	i
42	Cc1cccc(N2CCN(C(=O)CCCn3c(=O)[nH]c4ccsc4c3=O)CC2C)c1 (configuration not stated)	2	-2	-0.5	-3	i
43	Cc1ccccc1CN1C2=NCCCN2c2ccccc21	-6	-4	-1.6	-12	i
44	CN(C)CCN(C)Cc1ccccc1Sc1cccc2ccccc12	3	-7	-1.2	-2	i
45	Cc1cc(Br)ccc1NC(=O)CNC(=O)CSc1nccn1C	-5	13	0.1	-2	i
46	O=C(Oc1ccc(/C=N/NC(=O)c2ccccc2F)cc1)c1ccccc1	-1	-7	0.5	-1	i
47	C[C@H]1CN([C@@H](C)CO)C(=O)Cc2cc(NS(C)(=O)=O)ccc2O[C@@H]1CN(C)Cc1ccc(Cl)c(Cl)c1	-3	-7	-1.8	5	i
48	Cc1cccc2cc(CN(Cc3ccc(F)cc3)C(=O)N(C)C)c3nnnn3c12	-9	4	1.8	-72	i

item	MT1-MMP act inh	Rin1-Abl PPI inh	SKN-1 inh	bovine MsrA act
31	2	0	-24	-4
32	-1	-3	-8	-11
33	1	-1	5	-3
34	10	2	-2	-2
35	4	1	-6	-12
36	1	7	10	-4
37	2	-7	10	-3
38	5	0	11	7
39	-1	-1	3	-4
40	1	0	2	-2
41	-1	3	8	-2
42	5	1	-6	-11
43	-4	4	-17	-2
44	-13	-4	11	-4
45	0	-2	11	-3
46	2	2	-11	-4
47	-4	4	6	-5
48	6	4	3	-12

# Sorted by molar mass (high to low): 11 of the compounds above
item	compound	E coli Lon inh	CendR NRP1 mod	MsrA inh	FAS-TE inh	Neddyl block
37	CC(C)C1N(S(=O)(=O)c2ccccc2)CCN1S(=O)(=O)c1ccccc1	-8	-15	-0.6	14	i
48	Cc1cccc2cc(CN(Cc3ccc(F)cc3)C(=O)N(C)C)c3nnnn3c12	-9	4	1.8	-72	i
36	Cc1[nH][nH]c(=O)c1C(c1ccc(O)c(Br)c1)c1c(C)[nH][nH]c1=O	10	12	-0.7	-1	i
46	O=C(Oc1ccc(/C=N/NC(=O)c2ccccc2F)cc1)c1ccccc1	-1	-7	0.5	-1	i
44	CN(C)CCN(C)Cc1ccccc1Sc1cccc2ccccc12	3	-7	-1.2	-2	i
32	O=C(CSc1cccc2cccnc12)N/N=C/c1ccc(O)cc1	2	-1	0.3	-8	i
34	O=C(OC1CCOC1=O)c1cc(-c2ccccc2)nc2ccccc12 (configuration not stated)	-6	-4	0.5	15	i
39	O=C(NC(=S)NCc1cccnc1)c1ccccc1[N+](=O)[O-]	-6	3	-0.9	-9	i
41	O=C(Nc1ccccc1-c1ccccc1)c1ccc(=O)[nH]n1	-2	5	-0.9	-3	i
38	O=C(C1COc2ccccc2O1)N1CCc2ccccc21 (configuration not stated)	-9	8	0.8	1	i
43	Cc1ccccc1CN1C2=NCCCN2c2ccccc21	-6	-4	-1.6	-12	i

item	MT1-MMP act inh	Rin1-Abl PPI inh	SKN-1 inh	bovine MsrA act
37	2	-7	10	-3
48	6	4	3	-12
36	1	7	10	-4
46	2	2	-11	-4
44	-13	-4	11	-4
32	-1	-3	-8	-11
34	10	2	-2	-2
39	-1	-1	3	-4
41	-1	3	8	-2
38	5	0	11	7
43	-4	4	-17	-2
